POLH inh = qHTS for Inhibitors of Polymerase Eta | DNA polymerase eta (Homo sapiens), Q9Y253 | recombinant Pol eta, fluorescent DNA replication assay | Potency, µM (series often up to 114 µM), inactives show top-dose activity change, negative = inhibition, most hits filed as inhibitors | 1.2% of 390,000 active | AID 588591, 2011; further: potency means the concentration at half of the fitted maximal effect; on the % scale 0 is the no-effect control and ±100 the full control effect
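Pol eta (10 nM) was preincubated with compounds for 15 min at room temperature, after which fluorescent replication substrate (50 nM final) was added to start the reaction. Fluorescence was read kinetically at 0 and 10 min.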
POLB inh = qHTS Assay for Inhibitors of DNA Polymerase Beta | P06746 | Pol beta primer extension/strand displacement, fluorescence kinetic | Potency, µM (titrated, usually from 114 µM), for inactives: at the highest dose activity change, negative = inhibition, most hits filed as inhibitors | 1.3% of 340,000 active | AID 485314, 2010; further: potency means the concentration at half of the fitted maximal effect; on the % scale 0 is the no-effect control and ±100 the full control effect
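Homogeneous kinetic assay of primer extension and strand displacement by 10 nM Pol beta, preincubated 15 min at room temperature with compound before 50 nM substrate (final) was added. Read at 0 and 10 min; four-parameter Hill fit.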
LDHA inh = qHTS assay for inhibitors of human lactate dehydrogenase | purified LDHA, NADH/diaphorase-resazurin fluorescence; stronger effect = lower value | activity change, % (values are at about 110 or 230 µM) | 0.15% of 480,000 active | AID 1347041, 2019; in the data active means activity change below about -30%; inconclusive means mostly about -25% to -30%;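 further: plate controls were DMSO wells for no effect and wells without enzyme for full effect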
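Human LDH5 at 2 nM final in Tris HCl pH 7.4 with 0.06 mM NADH and 0.2 mM pyruvate, reacted 5 minutes at room temperature. Remaining NADH coupled via diaphorase/resazurin; resorufin fluorescence read at 0 and 20 minutes, normalized to enzyme-free and DMSO wells.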
BLM inh = qHTS Assay for Inhibitors of Bloom's syndrome helicase (BLM); RecQ-like DNA helicase BLM (Homo sapiens), P54132; recombinant BLM DNA unwinding, fluorescence dequenching; Potency, µM (series often up to 56.1 µM), for the others: at the highest dose activity change, negative = inhibition, usual class: inhibitors; 0.2% of 350,000 active; AID 2528, 2010;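 further: potency means the concentration at half of the fitted maximal effect; plate controls were vehicle for no effect and no enzyme for full effect; nearly all actives have a fitted effect of over 35% in size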
POLK inh = qHTS for Inhibitors of Polymerase Kappa. DNA polymerase kappa (Homo sapiens), Q9UBT6. purified Pol kappa, fluorescent DNA synthesis assay, 10 min. Potency, µM (top dose mostly 107 µM), inactives show at the highest dose activity, negative = inhibition, actives largely listed as inhibitors. 0.53% of 400,000 active; further: potency means the concentration at half of the fitted maximal effect; on the % scale 0 is the no-effect control and ±100 the full control effect
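50 nM final substrate added after 15 min RT preincubation of 10 nM Pol kappa with compound; fluorescence read at 0 and 10 min.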
POLI inh = qHTS for Inhibitors of Polymerase Iota | Pol iota fluorescent replication assay, 10 min | Potency, µM (doses to about 115 µM), inactives show at the highest dose activity, negative = inhibition, hits mostly inhibitors | DNA polymerase iota (Homo sapiens), Q9UNA4 | 1% of 390,000 active | AID 588590, 2011; further: potency means the concentration at half of the fitted maximal effect
Target sequence (Q9UNA4 whole entry, looked up): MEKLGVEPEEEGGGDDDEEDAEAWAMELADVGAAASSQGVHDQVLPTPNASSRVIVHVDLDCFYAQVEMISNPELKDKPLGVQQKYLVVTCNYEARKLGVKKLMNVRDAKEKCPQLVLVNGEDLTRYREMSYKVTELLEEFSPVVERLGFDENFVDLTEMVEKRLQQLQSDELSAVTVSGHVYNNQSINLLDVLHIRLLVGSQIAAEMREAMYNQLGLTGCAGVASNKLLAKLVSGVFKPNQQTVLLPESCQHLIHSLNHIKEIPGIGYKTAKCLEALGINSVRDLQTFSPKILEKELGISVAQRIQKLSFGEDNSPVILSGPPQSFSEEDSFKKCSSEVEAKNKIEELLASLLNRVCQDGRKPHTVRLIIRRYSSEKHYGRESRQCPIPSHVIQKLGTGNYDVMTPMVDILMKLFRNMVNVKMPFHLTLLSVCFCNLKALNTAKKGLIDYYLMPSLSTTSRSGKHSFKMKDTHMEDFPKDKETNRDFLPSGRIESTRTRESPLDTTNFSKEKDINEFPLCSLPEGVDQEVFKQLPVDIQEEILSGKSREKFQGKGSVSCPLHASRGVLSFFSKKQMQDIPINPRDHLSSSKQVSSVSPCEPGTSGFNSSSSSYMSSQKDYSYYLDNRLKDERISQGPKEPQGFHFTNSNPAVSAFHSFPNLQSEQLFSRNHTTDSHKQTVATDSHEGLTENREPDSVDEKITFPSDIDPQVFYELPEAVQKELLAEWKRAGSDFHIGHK
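Pol iota at 10 nM preincubated 15 min with compounds at room temperature; reaction started with fluorescent substrate, 50 nM final. Fluorescence read kinetically at 0 and 10 min; buffer-only wells as negative control.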
Anesthetic bind = qHTS Assay for Identification of Novel General Anesthetics | Ferritin light chain (Equus caballus), P02791 | apoferritin/1-aminoanthracene competitive binding, fluorescence | Potency, µM (series often up to 77.5 µM), without a hit: at the top dose activity change, negative = displacement, usual class: inhibitors | 0.074% of 350,000 active | AID 485281, 2010; further: potency means the concentration at half of the fitted maximal effect; on the % scale 0 is the no-effect control and ±100 the full control effect; nearly all actives have a fitted effect of over 20% in size
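Concentration-response curves derived by four-parameter Hill fitting of normalized fluorescence, where compounds displaced 1-AMA from 10 uM horse apoferritin following a brief 10 min room-temperature incubation; propofol titration acted as positive control.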
GRP78 ERSR act = qHTS for Inducers of the Endoplasmic Reticulum Stress Response (ERSR) in Human Glioma: qHTS; U87-MG GRP78 promoter luciferase reporter, 16 h; Potency, µM, inactives show at the highest dose activation, usual class: activators; 0.02% of 420,000 active; AID 602332, 2012; further: potency means the concentration at half of the fitted maximal effect; series mostly up to about 76 µM; % of control where 0% means no effect; nearly all actives have a fitted effect of over 35% in size
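Stably transfected U87-MG glioma cells carrying a GRP78-based luciferase sensor; 16 h compound incubation. Luminescence end-point read 10 min after Bright-Glo addition at room temperature.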
APE1 inh = qHTS Assay for Inhibitors of the Human Apurinic/apyrimidinic Endonuclease 1 (APE1) | 0.35% of 350,000 active | Potency, µM (series often up to 65.8 µM), for inactives: top-dose activity change, negative = inhibition, usual class: inhibitors | AID 2517, 2012 | recombinant APE1, TAMRA/BHQ-2 abasic DNA cleavage fluorescence | DNA repair nuclease/redox regulator APEX1 (Homo sapiens), P27695;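 further: potency means the concentration at half of the fitted maximal effect; plate controls were vehicle for no effect and reference inhibitor for full effect; nearly all actives have a fitted effect of over 55% in size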
Target sequence (P27695 whole entry, looked up): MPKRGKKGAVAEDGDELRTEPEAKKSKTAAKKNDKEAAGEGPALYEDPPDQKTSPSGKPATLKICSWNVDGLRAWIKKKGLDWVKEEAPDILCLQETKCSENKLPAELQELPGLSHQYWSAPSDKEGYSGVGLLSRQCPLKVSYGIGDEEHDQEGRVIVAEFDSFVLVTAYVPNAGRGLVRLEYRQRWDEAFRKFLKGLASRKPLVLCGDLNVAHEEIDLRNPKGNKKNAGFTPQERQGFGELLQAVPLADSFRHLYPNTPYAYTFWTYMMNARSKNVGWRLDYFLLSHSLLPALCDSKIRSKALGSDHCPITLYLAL
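APE1 at 0.75 nM final was preincubated with compound 15 min at room temperature, then 50 nM double-stranded THF abasic-site substrate (5'-TAMRA/3'-BHQ-2) was added. Fluorescence (ex 525/em 598 nm) was read kinetically; third-minus-first read gave activity.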
* marks the source's active call; other numbers are inactive results; ? = inconclusive; nt = no result given; & = joins results of further samples; [ ] = remark or other dose. Unless noted, the call rests on the fitted dose curve; in most records, active means well fitted curve in the direction sought with a large enough effect; inconclusive means small, poorly fitted or top-dose-only effect, or another doubt; inactive means no such curve, though single readings can be large; an effect the other way counts as inactive or inconclusive.

1	CCOc1ccc(-n2c(SCC(N)=O)nc3c([nH]c4ccccc43)c2=O)cc1
2	COC(=O)C1=C(C(=O)OC)[C@@H]2N(C)c3ccccc3[C@@]23C[C@@H](C(=O)OC)N=C3N1
3	CC1CCCN(C(=O)C2CCN(S(=O)(=O)c3cccs3)CC2)C1 (stereo unspecified)
4	Nc1ccc(S(=O)(=O)O)cn1
5	COc1ccc2c(c1)CCc1c(C(=O)NCc3cccnc3)noc1-2
6	O=C(CCCN1C(=O)c2ccccc2C1=O)NCc1cccnc1
Screen / compound no.	1	2	3	4	5	6
POLH inh	-9%	-19%	6%	-22%&1%&3%	4%	-15%
POLB inh	27%	5%	nt	29%&4%&2%	1%	9%
LDHA inh	2	1	-10	-3&-3&-2	6	-5
BLM inh	-4%	-2%[12.4 µM]	nt	0%&0%&0%	2%	0%
POLK inh	11%	10%	-7%	2%&-9%&-6%	-1%	5%
POLI inh	13%	22%	73%[activator]	11%&21%&-26%	25%	33%[activator]
Anesthetic bind	-1%	-8%	nt	6%&11%&-3%	6%	-9%
GRP78 ERSR act	-3%	-3%	-1%	-3%&-1%&-3%	5%	-3%
APE1 inh	0%	2%[12.4 µM]	1%	18%&-10%&-3%	13%	2%

7	Cc1ccc(SCCC(=O)OCn2nnc3ccccc3c2=O)cc1
8	Cn1c(N)c(N2CCN(c3ccccc3)CC2)c(=O)[nH]c1=O
9	Cc1c(C(=O)OCc2nc3scc(-c4ccccc4)c3c(=O)[nH]2)cccc1[N+](=O)[O-]
10	COc1ccccc1CNC(=O)Cn1c(=O)oc2cc(S(=O)(=O)N3CCC(C)CC3)ccc21
11	O=C(CCSCc1ccccc1Cl)NC1CCCC1
12	CCOC(=O)c1c(C)n(-c2ccccc2)c2ccc(O)cc12
Screen / compound no.	7	8	9	10	11	12
POLH inh	-4%	-8%	-9%	?	0%	-3%
POLB inh	1%	37%	6%	?	?	16%
LDHA inh	-11	1	-6	3	-3	-7
BLM inh	-1%	-1%	-6%	-6%	1%	-3%
POLK inh	-1%	5%	-14%	-2%	-21%	-1%
POLI inh	120%[activator]	-12%	116%[activator]	11%	17%	54%[activator]
Anesthetic bind	?	-4%	1%	-21%	-16%	-9%
GRP78 ERSR act	13%	-3%	-4%	-4%	1%	-7%
APE1 inh	-5%	-2%	7%	nt	1%	5%

Random excerpt: 4 records from the list
8	Cn1c(N)c(N2CCN(c3ccccc3)CC2)c(=O)[nH]c1=O
7	Cc1ccc(SCCC(=O)OCn2nnc3ccccc3c2=O)cc1
10	COc1ccccc1CNC(=O)Cn1c(=O)oc2cc(S(=O)(=O)N3CCC(C)CC3)ccc21
11	O=C(CCSCc1ccccc1Cl)NC1CCCC1
Screen / compound no.	8	7	10	11
POLH inh	-8%	-4%	?	0%
POLB inh	37%	1%	?	?
LDHA inh	1	-11	3	-3
BLM inh	-1%	-1%	-6%	1%
POLK inh	5%	-1%	-2%	-21%
POLI inh	-12%	120%[activator]	11%	17%
Anesthetic bind	-4%	?	-21%	-16%
GRP78 ERSR act	-3%	13%	-4%	1%
APE1 inh	-2%	-5%	nt	1%

Continued.
13	CC1CC(C)CN(CC(=O)N2CCOCC2)C1 (stereo unspecified)
14	COc1ccc(NC(=O)c2cc(-c3ccc(F)cc3)no2)cc1OC
15	COc1ccc(C(=O)NNC(=O)C23CC4CC(CC(C4)C2)C3)cc1OC
16	CCC1Oc2ccccc2N(CC(=O)Nc2ccc3c(c2)OCCO3)C1=O (stereo unspecified)
17	C[C@H]1COC(=O)CCCC/C=C\C[C@H](CC(=O)N(CCO)Cc2ccccc2)C(=O)N1
18	CCn1ncc(CN2CCC(Oc3ccc(C(=O)N4CCCC4)cc3)CC2)c1C
Screen / compound no.	13	14	15	16	17	18
POLH inh	-17%	-18%	-21%	2%	-7%	-23%
POLB inh	-3%	0%	nt	-17%	nt	1%
LDHA inh	-10	13	-8	-5	0	-2
BLM inh	0%	-8%	nt	4%	nt	1%
POLK inh	6%	-2%	-15%	-12%	-2%	0%
POLI inh	36%	31%	55%[activator]	3%	-2%	12%
Anesthetic bind	-4%	-12%	nt	-4%	nt	-3%
GRP78 ERSR act	-1%	-1%	-2%	6%	-3%	4%
APE1 inh	-7%	nt	10%	-3%	35%	10%

19	Fc1ccccc1OCCSc1nc2ccccc2o1
20	CCn1c(=O)c2sccc2n(Cc2ccccc2)c1=O
21	CN(C)C(=O)c1ccc(-c2nnc(NCc3ccccc3)c3ccccc23)cc1
22	COCCn1c(=O)cnc2cnc(OCc3ccccc3)nc21
23	CCOC(=O)N1CCC(n2c(SCC(=O)Nc3ccccc3OC)nc3ccccc3c2=O)CC1
24	O=C(/C=C/c1ccccc1)Nc1ccc(NC(=O)c2cccs2)cc1
Screen / compound no.	19	20	21	22	23	24
POLH inh	-20%	0%	-12%	nt	-12%	1%
POLB inh	3%	21%	2%	nt	0%	12%
LDHA inh	-1	2	-9	nt	0	-3
BLM inh	-7%	-9%	4%	2%	-6%	-4%
POLK inh	-9%	-8%	-2%	?	-9%	7%
POLI inh	-1%	3%	19%	nt	14%	43%[activator]
Anesthetic bind	0%	-5%	-12%	nt	-3%	1%
GRP78 ERSR act	-1%	-1%	-2%	-4%	-3%	-5%
APE1 inh	-2%	14%	2%	2%	-6%	-11%

25	O=C(CN1CCN(Cc2ccc(F)cc2)C1=O)NCc1ccccc1
26	COc1ccc(-c2noc(-c3ccccc3C(=O)NCC3CCCO3)n2)cc1 (stereo unspecified)
27	COc1cccc(/C=N/Nc2snc(SC)c2C#N)c1
28	Cc1ccnn1CCC(=O)N1CCCC(Nc2ccc(F)c(F)c2)C1 (stereo unspecified)
29	CCCCOc1ccc(S(=O)(=O)NNC(=O)C2Cc3c(ccc4ccccc34)O2)cc1 (stereo unspecified)
30	ClCC1=Nc2ccccc2Cc2ccccc21
Screen / compound no.	25	26	27	28	29	30
POLH inh	-17%	9%	-1%	-10%	-5%	-5%
POLB inh	1%	15%	4%	1%	-1%	nt
LDHA inh	-5	-4	-4	2	-8	-11
BLM inh	-1%	-3%	-3%	1%	-4%	nt
POLK inh	0%	-19%	-12%	8%	-24%	-4%
POLI inh	34%[activator]	-45%	-2%	39%[activator]	25%	29%
Anesthetic bind	-4%	-10%	-23%	-13%	-19%	nt
GRP78 ERSR act	-1%	0%	0%	-6%	0%	-1%
APE1 inh	nt	1%	-2%	61%	-7%	nt

31	CCN1CCN(C(=O)c2ccc3c(c2)N(Cc2cccc(Cl)c2)C(=O)c2ccccc2S3(=O)=O)CC1
32	COc1ccc(N(CC(=O)N2CCCCCC2)S(=O)(=O)c2ccc(OC)c(OC)c2)cc1
33	C[C@H](NC(=O)C1CCN(S(=O)(=O)c2ccccc2)CC1)C(=O)NCc1ccc(Cl)cc1Cl
34	Cc1cccc(NC(=O)CCN2C(=O)c3cccc([N+](=O)[O-])c3C2=O)c1
35	COc1ccc(CCN(C)CCC(=O)Nc2cccc(C)c2)cc1OC
36	O=C(CC(Cc1ccccc1)C(=O)O)NCCc1ccc2c(c1)OCO2 (stereo unspecified)
Screen / compound no.	31	32	33	34	35	36
POLH inh	-12%	-22%	7%	-5%	-14%	5%
POLB inh	0%	1%	-20%	8%	-18%	-4%
LDHA inh	2	-8	-5	2	-5	0
BLM inh	3%	0%	1%	-3%	-9%	2%
POLK inh	-6%[60.1 µM]	-7%	0%	4%	2%	-1%
POLI inh	-3%	17%	2%	23%	?	7%
Anesthetic bind	0%	3%	-5%	-12%	2%	-7%
GRP78 ERSR act	-1%	-1%	1%	1%	-4%	-3%
APE1 inh	nt	1%	17%	7%	-1%	2%

37	CCN(CC)C(=O)C1CCN(Cc2cn(C)nc2-c2ccc(Oc3ccccc3)cc2)CC1
38	Cc1cc(C)n(-c2ccn(Cc3ccc(Cl)cc3Cl)c(=O)n2)n1
39	O=c1oc2ccccc2nc1/C=C(\O)c1ccccc1
40	Cc1ccc(Nc2cc(C)nn2-c2nc(C)cc(C)n2)cc1
41	O=C(Nc1ccc(Cl)cn1)c1ccc(-c2cc(Cl)ccc2Cl)o1
42	Cc1cc(C)cc(C(=O)NCC(=O)OCC(=O)NCC(F)(F)F)c1
Screen / compound no.	37	38	39	40	41	42
POLH inh	-17%	-13%	10%	1%	-14%	1%
POLB inh	-5%	-37%	17%	0%	30%	-1%
LDHA inh	0	1	4	-4	-2	-9
BLM inh	-3%	-5%	-1%	-5%	1%	1%
POLK inh	10%	-5%	1%	-6%	-5%	-9%
POLI inh	29%	0%	-18%	-11%	87%[activator]	90%[activator]
Anesthetic bind	-13%	-18%	-7%	-18%	-9%	-3%
GRP78 ERSR act	2%	-7%	1%	-6%	-4%	13%
APE1 inh	-2%	-3%	-4%	2%	-5%	-3%

43	O=[N+]([O-])c1cn(Cc2ccccc2)cn1
44	COc1ccc(/C=C/C(=O)Nc2cccc(F)c2)cc1
45	COc1ccc(N2CCN(Cc3nc4sc(C)c(C)c4c(=O)[nH]3)CC2)cc1
46	Cn1c(SCC(=O)N2CCCCC2)nc2cccnc21
Screen / compound no.	43	44	45	46
POLH inh	-16%	-8%	-18%	9%
POLB inh	9%	11%	-1%	1%
LDHA inh	-5	-9	4	0
BLM inh	2%	-4%	-6%	-3%
POLK inh	-7%	-16%	4%	2%
POLI inh	-8%	8%	124%[activator]	?
Anesthetic bind	5%	6%	-13%	-10%
GRP78 ERSR act	-2%	-6%	-3%	-5%
APE1 inh	17%	nt	14%	1%

Some values from the list:
#46 in GRP78 ERSR act → -5%
#43 in Anesthetic bind → 5%

Source: PubChem BioAssay

This is a subset. The share of hits here may be higher or lower than overall.
